High-throughput results as filed in PubChem BioAssay.
GLP-1R inv ag: qHTS of GLP-1 Receptor Inverse Agonists (Inhibition Mode) | Potency, µM (titrated, usually from 38.3 µM), for inactives: at the highest dose activity change, negative = inhibition, hits mostly inhibitors | Glucagon-like peptide 1 receptor (Homo sapiens), P43220 | actives 1.6% (n = 410,000) | HEK293 GLP-1R CRE-luciferase, luminescence, 24 h; GLP-1R form is constitutively active; note: potency is the fitted concentration of half-maximal effect; % is set by controls: 0 for no effect and ±100 for the full control effect; nearly all actives have a fitted effect of over 55% in size
Target sequence (P43220 whole entry, looked up): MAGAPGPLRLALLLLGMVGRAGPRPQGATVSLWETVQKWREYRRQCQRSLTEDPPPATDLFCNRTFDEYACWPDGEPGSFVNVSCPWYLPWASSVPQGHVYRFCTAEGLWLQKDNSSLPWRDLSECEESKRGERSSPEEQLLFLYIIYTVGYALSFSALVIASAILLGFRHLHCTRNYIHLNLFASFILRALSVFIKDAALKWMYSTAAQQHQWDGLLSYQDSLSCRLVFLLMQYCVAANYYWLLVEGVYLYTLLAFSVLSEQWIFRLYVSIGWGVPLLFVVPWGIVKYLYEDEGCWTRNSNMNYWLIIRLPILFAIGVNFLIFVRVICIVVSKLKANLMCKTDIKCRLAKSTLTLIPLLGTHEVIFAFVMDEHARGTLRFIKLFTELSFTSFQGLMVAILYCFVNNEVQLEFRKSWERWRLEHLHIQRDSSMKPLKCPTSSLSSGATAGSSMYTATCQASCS
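Stable HEK293 clone (constitutively active GLP-1R + cAMP-response luciferase); 200 cells/uL plated, 12 h pre-culture, compound 24 hr, 37 deg C/5% CO2; detection reagent 12 min RT; luminescence.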
PTHR1 ag: qHTS for PTHR1 Agonists: Primary Screen. HEK293 GP2 PTHR1 cells, GloSensor cAMP luminescence, 1 h. actives 0.075% (n = 410,000). Parathyroid hormone/parathyroid hormone-related peptide receptor (Homo sapiens), Q03431. Potency, µM (top dose mostly 115 µM), inactives show at the top dose activation, actives largely listed as activators; note: potency is the fitted concentration of half-maximal effect; nearly all actives have a fitted effect of over 55% in size; some results filed as inactive show a strong effect at the top dose; inactives centre near -15; many of its hits are not listed in these tables
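HEK-293-derived GP2 cells expressing PTHR1 and a GloSensor cAMP reporter, 3,000/well, plated overnight, given luciferin plus IBMX (each 0.5 mM as added) for 1 h at 37 °C, then compound for 1 h at 37 °C. Luminescence was read after 15 min at room temperature.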
DRD3 agonist: qHTS of D3 Dopamine Receptor Agonist: qHTS. D3R DiscoveRx beta-arrestin cells, luminescence, 90 min. max activation, %. actives 0.58% (n = 410,000). AID 652048, 2013; in the data active = max activation above about 30%; note: 0% is about no effect; mostly tested at two doses, the higher about 12 µM
Target sequence (P35462 whole entry, looked up): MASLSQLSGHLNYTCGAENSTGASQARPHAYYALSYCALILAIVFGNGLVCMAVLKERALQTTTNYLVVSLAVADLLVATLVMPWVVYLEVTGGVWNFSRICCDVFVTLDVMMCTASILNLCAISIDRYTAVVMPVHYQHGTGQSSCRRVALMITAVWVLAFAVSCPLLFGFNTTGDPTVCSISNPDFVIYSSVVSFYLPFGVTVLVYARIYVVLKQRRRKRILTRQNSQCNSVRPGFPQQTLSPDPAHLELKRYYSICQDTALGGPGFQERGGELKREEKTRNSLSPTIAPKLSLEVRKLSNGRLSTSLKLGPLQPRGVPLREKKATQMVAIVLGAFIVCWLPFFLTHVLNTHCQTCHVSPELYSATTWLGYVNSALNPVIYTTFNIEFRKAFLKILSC
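Agonist mode: compounds and dopamine controls were applied to plated cells for 90 min at 37 degrees C after an overnight attachment at 1500 cells/well. Luminescent read-out followed 30 - 60 minutes at room temperature with DiscoveRx detection reagent.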
D3 antag: qHTS of D3 Dopamine Receptor Antagonist: qHTS; D3R cells, DiscoveRx beta-arrestin luminescence, antagonist mode; stronger effect = lower value; max response, negative = inhibition, %; actives 2.5% (n = 360,000); AID 652054, 2013; in the data active = max response below about -50%; inconclusive = no clear call, values can overlap the other calls; note: % is set by controls: 0 for no effect and ±100 for the full control effect; mostly tested at two doses, the higher about 12 µM
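Cells plated overnight at 1500 cells/well, then exposed to library compounds with dopamine controls for 90 minutes at 37 degrees C. DiscoveRx reagent added for 30–60 minutes at room temperature; luminescence read, quantitative HTS format.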
TDP43 rescue: qHTS of TDP-43 Inhibitors; TDP-43 expressing yeast growth rescue, BacTiter-Glo, 24 h; Potency, µM (top dose mostly 46.1 µM), without a hit: top-dose growth rescue (activation), hits mostly activators; actives 1.8% (n = 410,000); AID 652104, 2013; note: potency is the fitted concentration of half-maximal effect; % of control where 0% means no effect; nearly all actives have a fitted effect of over 50% in size
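Galactose-induced TDP-43 yeast, OD600=0.02, compound pinned; 24 hr, 30 deg C; BacTiter-Glo luminescence for growth. Inhibitors of TDP-43 toxicity read as activators.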
GLP-1R agonist: qHTS of GLP-1 Receptor Agonists | HEK293 GLP-1R CRE-luciferase, luminescence, 4-6 h; cells express a hypersensitive GLP-1R form | Glucagon-like peptide 1 receptor (Homo sapiens), P43220 | AID 624172, 2012 | Potency, µM (doses to about 45.6 µM), without a hit: at the highest dose activation, most hits filed as activators | actives 0.007% (n = 380,000); note: potency is the fitted concentration of half-maximal effect; % of control where 0% means no effect
GLP1R cytotox: qHTS of GLP-1 Receptor Inverse Agonists: Cytotox Screen | actives 0.13% (n = 410,000) | AID 624418, 2012 | Potency, µM (highest dose often 38.3 µM), inactives show top-dose activity change, negative = inhibition, actives largely listed as inhibitors | HEK293 cAMP-luciferase reporter cells, luminescence, 24 h;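 note: loss of luciferase light is scored as toxicity; potency is the fitted concentration of half-maximal effect; % is set by controls: 0 for no effect and ±100 for the full control effect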
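Quantitative HTS format, 1536 wells, 200 cells/uL seeded. Compounds: 23 nL, 24 h, 37 °C. Detection: luciferase reagent, luminescence at 12 min RT; decreased signal taken as cytotoxic.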
aSyn yeast inh: qHTS of alpha-syn Inhibitors | Yeast expressing alpha-synuclein, growth rescue, BacTiter-Glo, 24 h | actives 0.14% (n = 370,000) | Potency, µM (series often up to 46.1 µM), for the others: top-dose growth rescue (activation), most hits filed as activators; note: potency is the fitted concentration of half-maximal effect; % of control where 0% means no effect; nearly all actives have a fitted effect of over 65% in size
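Readout is rescue of growth in alpha-synuclein-expressing yeast, so inhibitors of toxicity appear as activators. Growth after 24 hr at 30 deg C in galactose medium is quantified by luminescence.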
KB-V1 MDR tox: qHTS assay for MDR1-selective chemotherapeutics: Primary screen using the drug-selected MDR subline cells KB-V1; actives 3.4% (n = 400,000); KB-V1 MDR cells viability, CellTiter-Glo, 72 h; AID 1347076, 2019; Potency, µM (top dose mostly 46.1 µM), inactives show top-dose activity change, negative = cytotoxicity, most hits filed as cytotoxic; note: potency is the fitted concentration of half-maximal effect; % is set by controls: 0 for no effect and ±100 for the full control effect; nearly all actives have a fitted effect of over 60% in size
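Cytotoxicity toward P-gp-expressing KB-V1 cells was determined as loss of CellTiter-Glo luminescence after 72 h at 37 degrees C. Compounds were tested in quantitative HTS format across a concentration range, with curves fitted to normalized data.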
Active calls of the source: *; i = inactive; ? = inconclusive; . = not tested or not shown; [ ] = remark or other dose. Unless noted, calls come from the whole dose curve; as a rule, active = well fitted curve in the direction sought with a large enough effect; inconclusive = small, poorly fitted or top-dose-only effect, or another doubt; inactive = no such curve, though single readings can be large; an effect the other way counts as inactive or inconclusive. Not all compounds are listed; count on the stated rates, not on these rows.

SMILES | GLP-1R inv ag | PTHR1 ag | DRD3 agonist | D3 antag | TDP43 rescue | GLP-1R agonist | GLP1R cytotox | aSyn yeast inh | KB-V1 MDR tox
Cc1cc(C)c(NC(=O)Nc2sc3nc4n(c(=O)c3c2C)CCC(C)CC4)c(C)c1 (stereo not given) | -5% | -5% | -9 | . | 13% | . | 8% | . | ?
CN(C)C(=O)/C(=C\c1ccc(-c2cccc([N+](=O)[O-])c2)o1)NC(=O)c1ccccc1 | 6% | -23% | 1 | 32 | 6% | 19% | -2% | -3% | -3%
COc1cc(C(C2C(=O)CC(C)(C)CC2=O)C2C(=O)CC(C)(C)CC2=O)cc(OC)c1OC | 12% | i | -2 | -13 | 14% | -1% | 2% | -4% | 2%
COc1ccc(-c2noc(N3CCC(C(=O)Nc4cc(OC)c(OC)c(OC)c4)CC3)n2)cc1 | 6% | i | -4 | 24 | 3% | 8% | -26% | 7% | 0%
CCCCN(C(=O)CSc1nnc(-c2ccco2)o1)c1c(N)n(Cc2ccccc2)c(=O)[nH]c1=O | 8% | i | 1 | 1 | 5% | 2% | 1% | -2% | -3%
O=C(NCCc1c[nH]c2ccccc12)C(=O)NCC1OCCCN1S(=O)(=O)c1cc(F)ccc1F (stereo not given) | -8% | -40%[inhibitor] | 2 | 10 | -13% | 8% | 8% | -6% | -24%
CC(c1nnc(SCn2nnc3ccccc3c2=O)n1-c1ccc(Cl)cc1)N(C)C (stereo not given) | 12% | i | -3 | -5 | -15% | 8% | 1% | 7% | -18%
O=C(CC1Sc2ncnn2C1=O)Nc1ccc(Br)cc1 (stereo not given) | ? | 3% | 2 | -29 | ? | -2% | -4% | 4% | -11%
O=C(c1cc(S(=O)(=O)N2CCC3(CC2)OCCO3)ccc1F)N1CCCCC1 | -8% | i | -7 | -9 | -15% | -2% | -9% | 0% | 0%
O=C(NCc1ccc(F)cc1)c1ccc2c(c1)S(=O)(=O)c1ccccc1C2=O | 28% | -16% | 17 | 34 | 10% | 22% | -15% | 3% | 0%
CN(Cc1ccccc1)C(=S)NC(=O)c1ccccc1 | -11% | -5% | -17 | ? | -25% | 10% | ? | -7% | 3%
CC(C)=C(NC(=O)c1ccccc1)C(=O)Nc1cccc(C)c1 | -37% | i | -2 | -14 | -1% | -2% | -1% | -17% | 2%
COc1cc(C(=O)OC2CCCCC2=O)cc(OC)c1C (stereo not given) | ? | -11%[57.5 µM] | -1 | 16 | 19% | -3% | -16% | 14% | ?
CN(C)CCCNC(=S)Nc1ccc(Br)cc1 | -16% | i | -8 | 0 | 5% | 10% | 14% | -3% | 11%
CC1=C(C(=O)Nc2ccc(C)cc2C)C(c2ccc(C(=O)O)cc2)n2nc(SCc3ccccc3)nc2N1 (stereo not given) | 17% | 0% | 4 | . | 22% | . | 30% | . | 15%
CC(C)C(NC(=O)c1ccccc1)c1nnc(SCC(=O)Nc2nccs2)n1C (stereo not given) | -21% | i | -9 | -19 | -2% | -2% | -11% | 0% | -7%
O=C(c1ccc(Br)cc1)c1cc([N+](=O)[O-])ccc1N1CCOCC1 | 1.4µM* | -20% | -5 | -2 | ? | 24% | ? | ? | 4.6µM*
CC1CCCCN1C(=O)c1cnn2c(C(F)(F)F)cc(-c3ccco3)nc12 (stereo not given) | ? | i | -4 | 8 | 16% | 1% | 45%[activator] | 1% | -3%
COc1cccc(N2C(=O)C3CCCN3C2c2ccc(F)cc2)c1 (stereo not given) | 3% | i | 1 | 15 | 12% | -3% | -5% | 0% | -4%
CCCN(C(=O)CCCSc1nc2ccccc2[nH]1)c1c(N)n(Cc2ccccc2)c(=O)[nH]c1=O | 5% | -17% | -8 | 0 | -4% | -2% | -7% | -2% | 0%
CC(=O)c1ccc(N2CCN(S(=O)(=O)c3cc(-c4noc(C)n4)ccc3C)CC2)cc1 | 7% | -41%[inhibitor] | -9 | . | 4% | . | 11% | . | 9%
CCOC(=O)c1cnc2c(C(F)(F)F)cccc2c1NCCCN1CCOCC1 | ? | i | -11 | -7 | -3% | 16% | -7% | -2% | -4%
COc1ccccc1N1CCN(C(=O)CCCCCn2c(=S)[nH]c3cc4c(cc3c2=O)OCO4)CC1 | 7% | -43%[inhibitor] | -1 | 68 | -6% | 0% | 6% | 0% | -26%
CC(NC(=O)c1cc(-c2ccccn2)nc2ccc(Cl)cc12)C1CCCO1 (stereo not given) | 6% | i | -1 | -21 | 12% | -4% | 2% | -2% | .
CC12C=CC3(CN(Cc4ccccc4)C(=O)C3C1C(=O)NCc1ccco1)O2 (stereo not given) | 23% | i | 5 | -8 | -23% | 3% | 1% | 0% | ?
O=C(O)CN1C(=O)CC(c2ccccc2)CC1=O | 4% | i | 2 | 4 | -20% | -2% | 9% | 4% | 11%
CN1CCN(C(=O)Nc2ccccc2)CC1 | -15% | -22% | 4 | 5 | -15% | 0% | 16% | 7% | ?
CC1CC(C)CN(C(=O)CCNS(=O)(=O)c2cccs2)C1 (stereo not given) | 11% | i | 1 | -4 | 15% | 2% | -6% | -2% | ?
CC1CCc2nn(CC(=O)NCCN3CCCCC3C)cc2C1 (stereo not given) | -7% | -2% | 4 | 2 | 5% | 0% | -13% | 0% | 15%
CC(C)(C)NC1=CC(=O)OC12CCCCC2 | -6% | i | 4 | 7 | 12% | -9% | -8% | 5% | 10%

9 compounds already listed, sorted by SMILES length, falling.
SMILES | GLP-1R inv ag | PTHR1 ag | DRD3 agonist | D3 antag | TDP43 rescue | GLP-1R agonist | GLP1R cytotox | aSyn yeast inh | KB-V1 MDR tox
COc1ccccc1N1CCN(C(=O)CCCCCn2c(=S)[nH]c3cc4c(cc3c2=O)OCO4)CC1 | 7% | -43%[inhibitor] | -1 | 68 | -6% | 0% | 6% | 0% | -26%
CC(=O)c1ccc(N2CCN(S(=O)(=O)c3cc(-c4noc(C)n4)ccc3C)CC2)cc1 | 7% | -41%[inhibitor] | -9 | . | 4% | . | 11% | . | 9%
CC12C=CC3(CN(Cc4ccccc4)C(=O)C3C1C(=O)NCc1ccco1)O2 (stereo not given) | 23% | i | 5 | -8 | -23% | 3% | 1% | 0% | ?
O=C(c1ccc(Br)cc1)c1cc([N+](=O)[O-])ccc1N1CCOCC1 | 1.4µM* | -20% | -5 | -2 | ? | 24% | ? | ? | 4.6µM*
CC(NC(=O)c1cc(-c2ccccn2)nc2ccc(Cl)cc12)C1CCCO1 (stereo not given) | 6% | i | -1 | -21 | 12% | -4% | 2% | -2% | .
CCOC(=O)c1cnc2c(C(F)(F)F)cccc2c1NCCCN1CCOCC1 | ? | i | -11 | -7 | -3% | 16% | -7% | -2% | -4%
COc1cccc(N2C(=O)C3CCCN3C2c2ccc(F)cc2)c1 (stereo not given) | 3% | i | 1 | 15 | 12% | -3% | -5% | 0% | -4%
CC(C)(C)NC1=CC(=O)OC12CCCCC2 | -6% | i | 4 | 7 | 12% | -9% | -8% | 5% | 10%
CN1CCN(C(=O)Nc2ccccc2)CC1 | -15% | -22% | 4 | 5 | -15% | 0% | 16% | 7% | ?

Additional structures follow:
SMILES | GLP-1R inv ag | PTHR1 ag | DRD3 agonist | D3 antag | TDP43 rescue | GLP-1R agonist | GLP1R cytotox | aSyn yeast inh | KB-V1 MDR tox
O=C(NCc1cc(Cl)cc(Cl)c1)c1ccc2nc([C@H]3C[C@H](O)[C@@H](CO)O3)[nH]c2c1 | 1% | i | 4 | 24 | 16% | 8% | 1% | 0% | 5%
COC(=O)C1CCN(C(=O)Cc2ccc(C)cc2)CC1 | 3% | i | 2 | 0 | -5% | 0% | -10% | 0% | 4%
CC12CCC(C(=O)N3CCCc4ccccc43)(CC1=O)C2(C)C (stereo not given) | 0% | i | 3 | -3 | 30% | -4% | 3% | 9% | 16µM*
Cn1cccc1/C=N\NC(=O)c1cncc(Br)c1 | -4% | i | -3 | 15 | -9% | 4% | -28% | 3% | 1%
Cc1ccc(-c2noc(CCC(=O)NCCCN3CCN(c4cccc(Cl)c4)CC3)n2)cc1 | ? | -2%[57.5 µM] | -26 | ? | -6% | 3% | -2% | -11% | 16µM*
CN(CCCNC(=O)C1CCC(CNS(=O)(=O)c2ccccc2)CC1)Cc1ccccc1 (stereo not given) | 3.5µM* | i | -2 | 6 | 10% | 9% | -1% | -6% | 22%
CSc1ccc(OC2(C)CCN(Cc3ccc(OC(C)C)cc3)C2)cc1 (stereo not given) | ? | -90%[inhibitor] | -7 | ? | 30% | -6% | 2% | 2% | 0%
COc1ccc(/C=C/C(=O)Nc2ccc(S(=O)(=O)N3CCOCC3)cc2)c(OC)c1 | ? | -15% | -1 | -11 | -1% | -3% | -14% | -6% | -4%
O=C(C1=C[C@H](c2ccccc2)C[C@H](OCCCCO)O1)N1CCN(Cc2ccc3c(c2)OCO3)CC1 | -9% | i | -50 | -11 | 1% | 7% | 2% | 0% | -4%
Cc1sc2nc(SCc3ccccc3)n(Cc3ccco3)c(=O)c2c1C | -3% | i | 4 | 11 | -12% | -1% | 0% | 5% | -2%
